RGS8-Gao – RGS8-Galphao binding modulators, primary screen, biochemical, multiplexed bead flow cytometry. actives lie on both sides. response (percent of control binding), % at 10 µM. AID 1423, 2008. 0.34% of 220,000 active. Guanine nucleotide-binding protein G(o) subunit alpha (Homo sapiens), P09471; in the data active = response below about 60% or above about 140%; inactive = in between;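 note: Galphao activated as the GDP aluminium fluoride complex binding bead-coupled RGS8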
Target sequence (P09471 whole entry, looked up): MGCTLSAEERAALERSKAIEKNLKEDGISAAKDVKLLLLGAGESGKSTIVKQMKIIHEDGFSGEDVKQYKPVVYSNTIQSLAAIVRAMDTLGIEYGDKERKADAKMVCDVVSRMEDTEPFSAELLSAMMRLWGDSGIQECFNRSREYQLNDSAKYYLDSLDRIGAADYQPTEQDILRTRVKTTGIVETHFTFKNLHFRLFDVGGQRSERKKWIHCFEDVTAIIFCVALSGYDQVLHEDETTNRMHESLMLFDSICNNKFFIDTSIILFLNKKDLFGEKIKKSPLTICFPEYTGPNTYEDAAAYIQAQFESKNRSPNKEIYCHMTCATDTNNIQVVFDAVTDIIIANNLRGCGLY
Rac1 act GTP bind – GTP binding modulators of activated mutant Rac1, primary screen, biochemical, bead-based flow cytometry, multiplex, fluorescent GTP. GST-Rac1 activated beads; actives lie on both sides; 100% means binding = to untreated wells. percent activity (GTP binding), % at 10 µM. 0.11% of 190,000 active. AID 764, 2007;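 active = GTP binding at least 20 percentage points away from the 100% baseline, in either direction, so actives lie on both sides; inconclusive = Compound likely fluorescent itself, or too few beads counted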
Mcl1-Bid inh – Mcl-1/Bid binding inhibitors, primary screen, biochemical, TR-FRET, 1536-well. 0.97% of 220,000 active. inhibition, % at 21.7 µM. Induced myeloid leukemia cell differentiation protein Mcl-1 (Homo sapiens), Q07820. TR-FRET Mcl-1/Bid-Dy647 peptide binding. AID 1021, 2008;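 active = compounds that cut the binding signal by more than half at the single screening dose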;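 note: His-tagged Mcl-1 with europium anti-His antibody binding Bid BH3 peptide; 0% = Mcl-1 plus peptide wells and 100% = peptide-only wells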
Target sequence (Q07820 whole entry, looked up): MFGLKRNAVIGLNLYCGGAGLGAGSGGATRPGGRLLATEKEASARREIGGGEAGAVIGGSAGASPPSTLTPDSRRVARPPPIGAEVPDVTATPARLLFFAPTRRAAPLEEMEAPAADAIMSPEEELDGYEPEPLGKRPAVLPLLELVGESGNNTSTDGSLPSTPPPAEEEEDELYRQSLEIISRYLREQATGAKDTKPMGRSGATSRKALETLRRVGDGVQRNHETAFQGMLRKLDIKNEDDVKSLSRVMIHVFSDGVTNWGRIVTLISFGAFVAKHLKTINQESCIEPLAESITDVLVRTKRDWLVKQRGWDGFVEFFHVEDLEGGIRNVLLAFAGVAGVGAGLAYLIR
Rac1 wt modul – wildtype Rac1 GTP binding modulators, primary screen, biochemical, GST-Rac1 beads, flow cytometry, multiplex; Ras-related C3 botulinum toxin substrate 1 (Homo sapiens), P63000; fluorescent GTP binding; actives lie on both sides; 0 = cold GTP competed, 100 = untreated; GTP binding activity (% of control), % at 10 µM; 0.27% of 190,000 active; AID 757, 2007;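 active = GTP binding activity at least 20 points away from the 100% control level, either lower or higher; inconclusive = compound flagged as likely green fluorescent, judged across all proteins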
Mcl1 Noxa PPI – Mcl-1/Noxa binding inhibitors, primary screen, biochemical, TR-FRET, 1536-well. TR-FRET Mcl-1/Noxa peptide binding, 2 h. AID 1022, 2008. inhibition, % at 21.7 µM. Induced myeloid leukemia cell differentiation protein Mcl-1 (Homo sapiens), Q07820. 1.5% of 220,000 active;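 active = compounds that cut the protein-peptide binding signal by more than 50% relative to plate controls in a single-dose test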;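 note: His-tagged Mcl-1 with rhodamine Noxa BH3 peptide and terbium anti-His antibody; 0% = Mcl-1 plus Noxa peptide wells and 100% = peptide-only wells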
Bim-Mcl-1 – inhibitors of Bim peptide binding to Mcl-1, primary screen, biochemical, bead-based flow cytometry, multiplex. Induced myeloid leukemia cell differentiation protein Mcl-1 (Homo sapiens), Q07820. Bim peptide-Mcl-1 binding. inhibition, % at 10 µM. 0.1% of 190,000 active. AID 1009, 2008; in the data active = inhibition above about 40%;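 note: 0% = no compound tracer wells and 100% = peptide blocker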
HRas wt GTP bind – modulators of GTP binding to HRas wildtype, primary screen, biochemical, bead-based flow cytometry, multiplex; GTP binding activity, % at 10 µM; 0.14% of 190,000 active; GTPase HRas (Homo sapiens), P01112; GST-Ras wt beads, Bodipy-FL-GTP binding; actives lie on both sides;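 active = GTP binding activity at least 20% away from the 100% baseline, either lowered as inhibitor or raised as activator; inconclusive = flagged as likely green fluorescent, judged across all proteins in the well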;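 note: 0% = unlabeled GTP competition control and 100% = no-compound control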
Target sequence (P01112 whole entry, looked up): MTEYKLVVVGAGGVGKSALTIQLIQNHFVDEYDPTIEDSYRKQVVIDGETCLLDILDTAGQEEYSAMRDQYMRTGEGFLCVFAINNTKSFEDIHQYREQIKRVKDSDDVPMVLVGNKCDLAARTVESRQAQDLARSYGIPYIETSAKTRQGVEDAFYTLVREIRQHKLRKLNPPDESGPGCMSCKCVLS
Cdc42 wt GTP – modulators of GTP binding to wildtype Cdc42, primary screen, biochemical, multiplex bead flow cytometry, Bodipy-GTP | Cell division control protein 42 homolog (Homo sapiens), P60953 | GST-Cdc42 beads; actives lie on both sides | percent activity (GTP binding), % at 10 µM | 0.2% of 190,000 active | AID 761, 2007;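 active = percent activity GTP binding at least 20 points away from the 100% baseline, either down as inhibitor or up as activator; inconclusive = compound flagged as likely green fluorescent from well-wide comparison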;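 note: median bead fluorescence of bound Bodipy-FL-GTP at 100 nM; 0% = excess unlabeled GTP control and 100% = no compound control; below 100% means less GTP binding so inhibitor and above means activator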
Target sequence (P60953 whole entry, looked up): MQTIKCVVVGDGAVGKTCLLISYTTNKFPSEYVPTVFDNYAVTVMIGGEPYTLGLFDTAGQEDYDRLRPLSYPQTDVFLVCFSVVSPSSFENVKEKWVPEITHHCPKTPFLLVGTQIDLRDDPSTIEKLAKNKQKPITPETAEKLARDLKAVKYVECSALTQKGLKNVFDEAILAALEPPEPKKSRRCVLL
Rab2A wt mod – modulators of GTP binding to Rab2A wildtype, primary screen, biochemical, dog, bead-based flow cytometry, multiplex | Ras-related protein Rab-2A (Canis lupus familiaris), P61105 | GST-Rab2 wt beads, Bodipy-GTP binding | GTP binding activity, % at 10 µM | 0.19% of 190,000 active | AID 760, 2007;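 active = GTP binding activity at least 20 points away from 100%, either lowered or raised; inconclusive = signal likely due to the compound's own green fluorescence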;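 note: 0% = beads with excess unlabeled GTP and 100% = no-compound control corrected for plate trend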
Rab7 wt GTP bind – modulators of GTP binding to Rab7, primary screen, biochemical, wildtype, multiplex bead flow cytometry. GST-Rab7 beads, fluorescent GTP binding; actives lie on both sides; untreated = 100%, excess cold GTP = 0%. GTP binding activity (percent of control), % at 10 µM. 0.055% of 190,000 active. Rab7 GTPase wild type (dog), Bodipy-FL-GTP binding;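 active = fluorescent GTP binding to Rab7 beads changed by at least 20 points from the 100% baseline, either direction, mostly lower; inconclusive = compound itself probably fluorescent, or too few beads counted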;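 note: median green fluorescence of bound Bodipy-FL-GTP per Rab7 bead population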
Pf gametocyte – late stage P. falciparum gametocyte viability inhibitors, primary screen, ATP luminescence, HTS | inhibition, % at 10.9 µM | P. falciparum stage V gametocytes, 24 h | 0.065% of 150,000 active;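 active = inhibition above the mean plus 3 SD of compounds within the control limits, set per campaign, cut at about 38% in these data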;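 note: 0% = DMSO wells and 100% = medium only without gametocytes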
* hit, by the source's call; ? = inconclusive; · = not tested or not shown.

Each structure is followed by: RGS8-Gao	Mcl1-Bid inh	Rac1 act GTP bind	Rac1 wt modul	Pf gametocyte	Rab2A wt mod	Cdc42 wt GTP	Mcl1 Noxa PPI	Rab7 wt GTP bind	Bim-Mcl-1	HRas wt GTP bind
> Cc1ccnc(NS(=O)(=O)c2ccc(NC(=O)C3CC=CCC3C(=O)O)cc2)n1 (stereo not given)
    98	-17	96	101	·	99	96	15	108	1	98
> CCC(Oc1ccccc1)C(=O)Nc1ccccc1OC (stereo not given)
    99	7	100	112	3	107	111	11	103	-1	104
> Cc1ccc(-c2csc(N/N=C/C=C/c3ccccc3)n2)cc1
    94	-46	102	105	·	105	104	14	100	-3	106
> CCCn1nnc(NCc2ccc(OCc3cccs3)c(OC)c2)n1
    103	-24	99	104	4	102	102	9	103	-5	101
> O=C(Nc1nc2ccc(F)cc2s1)c1cccs1
    108	-2	93	92	-5	97	97	2	103	-2	98
> COc1ccc(C2CC(C(F)(F)F)n3nc(CO)c(Cl)c3N2)cc1OC (stereo not given)
    100	-56	100	103	-14	104	104	4	103	-1	105
> Cc1ccc(C(=O)CN2CCC(NC(=O)C3CCCCC3)CC2)cc1
    102	-28	100	104	·	106	106	21	94	-1	105
> CCN(C(=O)CCC(=O)N(CC)c1ccccc1)c1ccccc1
    76	-12	105	105	16	103	103	-5	101	-4	104
> O=C(Cc1ccc(Cl)cc1)Nc1cc(S(=O)(=O)N2CCOCC2)ccc1N1CCCC1
    99	-19	95	99	·	96	98	16	102	0	96
> COc1cc(C(=O)NCc2nnc(SCC(=O)N3CCCc4ccccc43)o2)cc(OC)c1OC
    110	-14	97	100	·	96	95	-2	97	0	96
> CCCOc1ccc(C(=O)NC(=S)Nc2nc3ccc(C)cc3s2)cc1
    102	-8	98	99	·	96	100	0	94	-3	100
> N#CC1=C(N)Oc2nc(-c3ccccc3)[nH]c2C1c1cccnc1 (stereo not given)
    99	-21	94	95	·	96	94	-19	98	-2	95
> CCN1CCN(CC(=O)Nc2c(C(=O)OC)[nH]c3cccc(Cl)c23)CC1
    104	-6	101	102	·	102	102	-6	100	-2	102
> COCCNC(=O)C(c1cccs1)N(Cc1ccccc1)C(=O)Cn1nnc2ccccc21 (stereo not given)
    91	-12	96	97	·	97	97	15	100	2	98
> Cc1nn(Cc2c(F)c(F)c(F)c(F)c2F)c(C)c1NC(=O)c1ccc(COc2ccc(Cl)cc2Cl)o1
    99	2	102	101	-5	102	101	-3	101	-2	101
> O=C(NC1CC1)c1ccc(COc2ccc(F)cc2)o1
    98	-21	96	97	·	94	98	-7	95	0	95
> CC(C)Sc1nnc(Cn2c(=O)sc3ccccc32)n1-c1ccccc1
    105	15	100	102	·	98	98	-1	101	-6	101
> COc1ccccc1NC(=O)Cc1noc(CSc2nnc(C)s2)n1
    94	-7	102	103	-7	102	103	-3	99	0	100
> Nc1ncnc(Nc2cccc(C(F)(F)F)c2)n1
    99	11	102	109	-28	102	107	4	100	0	104
> Nc1ccc(C(=O)N2CCCC2)cc1CS(=O)(=O)c1ccc(Cl)cc1
    98	5	99	104	3	103	102	2	97	-2	99
> Cc1c(Br)ccc(NC(=O)CCN2C(=O)C3C4CCC(C4)C3C2=O)c1C (stereo not given)
    104	-20	100	102	8	103	105	18	100	0	104
> O=C(CN(C(=O)CCC(=O)Nc1nccs1)c1ccc(F)c(Cl)c1)NCc1ccco1
    103	-25	97	98	-14	96	99	-23	95	0	97
> CC(=O)Nc1ccc(S(=O)(=O)NC2=NCN(CCOC(=O)c3ccccc3)CN2)cc1
    101	-11	97	99	·	97	97	4	98	0	98
> CC1CCCN(C(C(=O)Nc2ccc(C(C)C)cc2)c2ccc3c(c2)OCO3)C1 (stereo not given)
    103	-23	103	106	·	101	105	-1	101	-1	105
> Cc1ccc(C(=O)O/N=C/c2c(Cl)n(C)c3ccccc23)cc1
    102	8	100	100	0	99	101	12	97	-1	100
> Cc1nn(-c2cc(N3CCOCC3)ccc2[N+](=O)[O-])c(=O)c2ccccc12
    100	-3	102	108	·	101	104	10	102	0	103
> CCCCN1C(=O)C(=Nc2cccc3cnccc23)c2ccccc21
    101	-35	92	96	-5	94	93	15	95	-7	93
> COC(=O)c1ccc(Cn2nc(C(F)(F)F)cc2C)cc1
    106	-4	100	105	·	101	105	0	99	0	103
> CCCCOc1cccc(C(=O)N(Cc2ccco2)C2CCS(=O)(=O)C2)c1 (stereo not given)
    102	-27	97	100	·	98	99	7	97	-1	100
> O=C(COC(=O)c1ccc(S(=O)(=O)N2CCc3ccccc3C2)cc1)NC(=O)NCc1ccco1
    102	-18	99	109	·	102	103	9	100	-1	103
> CCN(CC)S(=O)(=O)c1ccc(OC)c(-n2cnnn2)c1
    102	-19	98	101	-7	99	99	-17	98	-13	95
> O=C(NCc1cccc(CNC(=O)c2ccco2)c1)c1ccco1
    100	-29	98	102	·	98	100	-9	97	1	100
> COc1ccc(-c2cc(C(F)F)nc(-n3nc(C)cc3C)n2)cc1
    98	4	88	86	·	84	87	11	97	0	88
> CCOC(=O)c1cnn2c(C(F)(F)F)cc(-c3ccccc3)nc12
    103	13	98	101	0	99	100	-4	100	0	99
> C=CCNC(=S)NS(=O)(=O)c1cccs1
    100	-23	94	96	-35	96	98	8	94	0	96
> O=C(N/N=C/c1ccco1)c1cccc(N2CCCC2=O)c1
    77	-17	98	101	9	98	98	8	97	-3	97
> CCC1(C)Cc2ccccc2-c2nc3n(c(=O)c21)CCCCC3 (stereo not given)
    102	9	101	104	·	101	102	-7	100	-1	101
> CCCN1CCN(CCCNC(=O)c2cc3c(=O)n(C)c4ccccc4c3n2C)CC1
    105	-30	101	107	·	102	105	12	101	-1	102
> Cc1cc(-c2csc(N)n2)c(C)n1CCC(C)C
    96	-76	97	111	·	101	104	4	101	12	102
> COC(=O)c1cc(Br)c(=O)n(-c2ccccc2OC)c1
    103	0	95	96	·	94	97	-7	98	-2	98
> CCN1CCN(C(=O)C2c3cc(OC)c(OC)cc3C(=O)N3CCc4ccccc4C23)CC1 (stereo not given)
    99	-17	98	100	·	101	103	35	98	0	100
> Cc1cccc(OCC(=O)NCC(=O)N/N=C/c2cc(Br)ccc2OCc2ccccc2)c1
    113	-7	98	104	26	97	102	5	99	13	98
> COC(C(=O)Nc1ccc(S(=O)(=O)Nc2ccc(F)cc2)cc1)c1ccccc1 (stereo not given)
    100	1	99	100	-9	94	101	15	98	-4	96
> COC(=O)CSc1nc2ccccc2nc1SCC(=O)OC
    105	0	98	106	·	96	99	2	96	-2	99
> CNCC(=O)N(CC(C)C)c1c(N)n(CC(C)C)c(=O)[nH]c1=O
    102	-9	98	101	8	97	100	-2	94	0	99
> O=C(Nc1cccc(-c2nc3ccccc3s2)c1)c1cc(-n2cnnc2)ccc1Cl
    100	10	100	102	·	100	102	35	95	-4	100
> NNC(=O)/C(=N/Nc1ccccc1)S(=O)(=O)c1ccc(Cl)cc1
    98	-28	98	103	8	98	99	-8	104	-5	103
> COc1ccc(N2Cc3ccccc3C2=NC(=O)c2ccc(C)cc2)cc1OC
    102	-24	93	99	·	95	96	7	107	2	96
> Cc1ccc2ncnc(NCCCN3CCOCC3)c2c1
    100	-24	100	101	·	100	100	11	99	-3	99
> Cc1cccc2cc(CN(Cc3ccco3)S(=O)(=O)c3ccc4c(c3)OCCO4)c(=O)[nH]c12
    102	17	96	101	·	95	98	13	97	-7	96
> COc1ccc(-n2nc(C#N)c(Cl)cc2=O)cc1
    102	0	92	94	5	91	90	1	93	0	92
> Nn1c(SCC(=O)N2CCOCC2)nnc1-c1ccccc1Cl
    96	-28	97	99	·	98	100	1	100	-2	101
> COC(=O)C1CC(=O)N(c2ccc(C)cc2)C1 (stereo not given)
    107	-27	98	98	10	97	99	7	97	0	97
> Cc1cc(C)n(-c2ccc(C(=O)Nc3nc4ccccc4s3)cc2)n1
    101	12	99	103	·	101	101	4	101	-1	103
> Cc1cc(C)n2ncnc2n1
    101	-20	99	104	·	104	106	14	100	-3	100
> N=C(CC1CC(=O)NC(=O)C1)C1=C(O)CCCC1=O
    100	-22	101	105	·	102	104	-5	102	1	102
> Cc1cc(C)nc(SCC(=O)Nc2ccc(N3CCOCC3)c(Cl)c2)n1
    99	-11	94	97	-20	97	99	11	98	0	99
> O=C1CCN(C(=O)/C=C/c2ccccc2)c2ccccc21
    99	-5	97	101	-2	96	98	3	96	-2	97
> CCOC(=O)N1CCC(c2cc(=O)n3[nH]c(-c4ccccc4)cc3n2)CC1
    100	-11	99	102	·	98	100	3	97	0	99
> COC(=O)c1ccc2c(=O)n(NC(=O)C(c3ccccc3)c3ccccc3)c(=S)[nH]c2c1
    102	-59	96	100	·	96	97	15	97	1	98

More compounds.
Each structure is followed by: RGS8-Gao	Mcl1-Bid inh	Rac1 act GTP bind	Rac1 wt modul	Pf gametocyte	Rab2A wt mod	Cdc42 wt GTP	Mcl1 Noxa PPI	Rab7 wt GTP bind	Bim-Mcl-1	HRas wt GTP bind
> O=C(NCCCN1CCCC1=O)c1ccc(CNS(=O)(=O)c2ccc(F)cc2)cc1
    102	-31	97	99	·	98	99	19	97	0	99
> COc1cc(OC)cc(C(=O)NCc2cc(C)nc3ccccc23)c1
    98	-37	95	99	·	99	94	3	102	0	99
> O=C(O)C1CCCCC1C(=O)NCCc1cccc(Cl)c1 (stereo not given)
    103	-24	98	105	-22	100	101	-4	102	0	101
> CCOC(=O)C1CCCN(C(=O)c2ccc3c(c2)OCO3)C1 (stereo not given)
    80	12	98	104	·	101	102	-3	95	-1	98
> COc1cccc(OCCNC(=O)c2ccccc2Sc2ccccc2C#N)c1
    100	1	103	110	11	105	106	10	102	-5	105
> CC(=O)C(Cc1cccc(F)c1)(Cc1cccc(F)c1)C(C)=O
    103	-33	?	?	4	?	?	-3	?	0	?
> CC(/C=N/N1CCN(Cc2ccccc2)CC1)=C\c1ccccc1
    116	-5	93	98	6	96	96	19	96	0	95
